# KCNQ1 act: human KCNQ1 channel potentiation or activation; hit rate 0.35% among 310,000; AID 2648; P51787; CHO-K1 KCNQ1, thallium flux FluxOR fluorescence; active compounds read high; B-score at 10 µM;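 active means fluorescence ratio B-score, a plate-corrected score, at least three library SD, with initial intensity B-score within 5 SD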
#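 System: CHO-K1 cells stably expressing KCNQ1 / Medium: assay buffer for compound exposure, DMSO matched across wells / Reagent: thallium- and potassium-containing depolarizing buffer / Compound: one concentration, matched DMSO / Incubation: 20 min compound pretreatment at room temperature / Measured by: kinetic FluxOR fluorescence, 10 s baseline plus 110 s post-stimulus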
# DYRK1A inh: inhibitors of rat Dyrk1A kinase | ADP-Glo luminescence, NFATc1 peptide | hit rate 0.43% among 310,000 | Q63470 | AID 504441 | inhibition, % at 12.5 µM; in the data active means inhibition above about 50%;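 further: plate controls were vehicle with enzyme for no effect and no enzyme for full effect; many of its hits are not listed in these tables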
# Platelet DG rel: platelet dense granule release activity; AID 1663; hit rate 0.22% among 300,000; human platelet-rich plasma, SFLLRN dense granule ATP release, luminescence; inhibition, %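 (compounds screened at 7.5 µM in platelet-rich plasma)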;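 active means mean replicate score, as percent of positive control, at or above 50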
# KCNK9 inh: blocks the human KCNK9 two-pore domain potassium channel | Q9NPC2 | HEK293 KCNK9, FluxOR thallium flux fluorescence; active compounds read low | B-score at 10 µM | hit rate 1.2% among 310,000;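 active means ratio B-score over 3 SD below the library mean, with starting fluorescence within 5 SD of its mean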;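 further: negative B-score means less thallium flux so channel inhibition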
# Target sequence (Q9NPC2 whole entry, looked up, the tested form may be a part): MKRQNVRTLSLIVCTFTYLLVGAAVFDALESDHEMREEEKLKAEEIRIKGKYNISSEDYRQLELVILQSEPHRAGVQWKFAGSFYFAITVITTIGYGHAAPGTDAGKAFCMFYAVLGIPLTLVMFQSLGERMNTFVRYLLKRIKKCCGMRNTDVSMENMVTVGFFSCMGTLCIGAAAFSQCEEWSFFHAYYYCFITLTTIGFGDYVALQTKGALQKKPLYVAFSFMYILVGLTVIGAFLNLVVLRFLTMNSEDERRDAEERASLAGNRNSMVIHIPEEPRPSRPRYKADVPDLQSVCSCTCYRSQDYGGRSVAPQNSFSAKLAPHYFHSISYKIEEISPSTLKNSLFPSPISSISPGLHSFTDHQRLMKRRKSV
# KCNK3 block: human KCNK3 channel inhibition, primary screen; O14649; CHO-KCNK3 thallium flux, FluxOR fluorescence; active compounds read low; B-score at 10 µM; hit rate 0.84% among 340,000;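 active means B-score under library mean minus 4 SD, starting fluorescence ratio at most library mean plus 5 SD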;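 further: more negative B-score means stronger inhibition of thallium flux through KCNK3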
# Target sequence (O14649 whole entry, looked up): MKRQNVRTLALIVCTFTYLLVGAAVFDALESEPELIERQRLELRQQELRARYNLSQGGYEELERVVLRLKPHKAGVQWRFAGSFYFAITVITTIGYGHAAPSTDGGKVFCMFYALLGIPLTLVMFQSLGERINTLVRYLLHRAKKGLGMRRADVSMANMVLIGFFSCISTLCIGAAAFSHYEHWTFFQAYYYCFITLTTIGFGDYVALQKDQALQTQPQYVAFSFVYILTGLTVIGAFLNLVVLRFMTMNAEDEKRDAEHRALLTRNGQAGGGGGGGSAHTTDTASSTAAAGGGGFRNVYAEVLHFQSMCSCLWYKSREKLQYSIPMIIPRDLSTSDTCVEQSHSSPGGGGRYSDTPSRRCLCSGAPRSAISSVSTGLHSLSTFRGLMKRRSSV
# hERG protect: shields human hERG channel from block by proarrhythmic agents; activation (rescue from dofetilide block), less the hit threshold, % at 10 µM; CHO-hERG, FluxOR thallium flux, dofetilide IC70 present; AID 1511; hit rate 0.51% among 310,000;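 active means activation above the mean of controls blocked by dofetilide plus 5 SD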;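 further: thallium influx through hERG after potassium depolarization seen as dye fluorescence rise; in these data hits start at about 4.7%; inactives centre near -7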
# PolyA inhibitor: inhibitors of polyadenylation in S. cerevisiae | AID 1875 | S. cerevisiae SKY197-pL101 polyadenylation reporter, beta-gal luminescence; efflux-impaired pdr1/pdr3 knockout yeast; score 100 = 6 SD above DMSO | calls only at 12 µM | hit rate 0.02% among 300,000;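 active means lowest replicate activity score at least 50, where 100 means six control SD above control mean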;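 further: yeast exposed to compound for 9 h at 30 °C; higher score means more reporter readthrough which indicates perturbed polyadenylation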
# TRPC4 agonist: opens the mouse TRPC4 cation channel. Q9QUQ5. HEK293 TRPC4beta/mu-opioid, Fluo4 calcium fluorescence; active compounds read high. B-score at 10 µM. hit rate 0.49% among 310,000. AID 2237;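 active means B-score above 5 SD of library B-scores, and initial fluorescence ratio not above library mean plus 5 SD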;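 further: positive B-score marks a calcium rise read as TRPC4 activation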
#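 Technique: kinetic Fluo4 calcium fluorescence; Test system: TRPC4beta and mu-opioid receptor HEK293 stable cells; Measure: B-scored integrated calcium fluorescence ratio; Benchmarks: low control buffer alone, high control maximal DAMGO; Schedule: 45 min room-temperature Fluo4 loading, 110 s read.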
# KCNQ1 inh: human KCNQ1 channel inhibition; P51787; CHO-K1 KCNQ1, FluxOR thallium flux fluorescence; active compounds read high; hit rate 1.3% among 310,000; B-score at 10 µM;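 active means compounds whose thallium flux B-score, printed positive for inhibition, exceeds three library SD while starting fluorescence stays within three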;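 further: channel opened by potassium depolarization with thallium stimulus after 20 min compound exposure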
# TRPC4 inh: inhibitors of mouse TRPC4 channel. Q9QUQ5. HEK293 TRPC4beta/mu-opioid, DAMGO-evoked Fluo4 calcium flux; active compounds read low. B-score at 10 µM. hit rate 0.39% among 300,000;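 active means B-score over 3 SD under the library average, no early fluorescence shift, positive overall ratio signal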
#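 test system = HEK293 cells with stable TRPC4beta plus mu-opioid receptor expression | detection = Fluo4 Ca2+ flux fluorescence | read-out = integrated fluorescence ratio relative to baseline, converted to per-well B score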
# TRPC4 potent: allosteric potentiators of mouse TRPC4 channel. AID 2227. HEK293 TRPC4beta/mu-opioid, DAMGO EC20, Fluo-4 Ca2+ flux; active compounds read high. hit rate 0.42% among 310,000. Q9QUQ5. B-score at 10 µM;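 active means B-score of calcium response area above 5 SD of library B-scores, with initial fluorescence ratio within 5 SD of library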;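 further: B-score of integrated fluorescence ratio over time as area under calcium response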
# Active calls of the source: *; i = inactive; . = not tested or not shown.
SMILES,KCNQ1 act,DYRK1A inh,Platelet DG rel,KCNK9 inh,KCNK3 block,hERG protect,PolyA inhibitor,TRPC4 agonist,KCNQ1 inh,TRPC4 inh,TRPC4 potent
COc1ccc(C(=O)COC(=O)Cn2[nH]c(=O)c3ccccc3c2=O)c(OC)c1,i,8,3,i,i,-13,i,i,i,i,i
Cc1cc(C)n(C(=O)c2ccc(NC(=O)C3CC3)cc2)n1,i,-2,21,i,i,-6,i,i,i,i,i
COC(=O)c1cc2occc2n1CC(=O)Nc1ccc(C)cc1C,i,.,-1,i,i,-7,i,i,i,i,i
CCCn1c(N)c(N(CCOC)C(=O)c2cc(S(=O)(=O)N3CCCCCC3)ccc2OC)c(=O)[nH]c1=O,i,-4,1,i,i,-10,i,i,i,i,i
CCN(CC)CCCNC(=O)CNC(=O)c1nn(-c2ccc(OC)cc2)c(=O)c2ccccc12,i,6,29,i,i,-8,i,i,i,i,i
COC(=O)c1sccc1NC(=O)c1ccccc1C(=O)O,i,-6,-3,i,i,-8,i,i,i,i,i
O=C(Nc1ccccc1)c1ccc(S(=O)(=O)NCC2CCCO2)cc1 (stereo unspecified),i,7,-4,i,i,3,i,i,i,i,i
O=C(c1cccc(S(=O)(=O)N2CCCCC2)c1)N1CCN(c2ccccc2)CC1,i,9,-8,i,i,-4,i,i,i,i,i
CN1CCCC(OC(=O)c2cc(F)c(F)c(F)c2F)C1 (stereo unspecified),i,-2,-4,i,i,-7,i,i,i,i,i
O=C(O)c1cc([N+](=O)[O-])ccc1C(=O)Nc1ccccc1,i,5,-2,i,i,-7,i,i,i,i,i
O=C(CN(Cc1ccc(F)cc1)C(=O)CCC(=O)Nc1nccs1)NCc1ccccc1,i,-3,-1,i,i,-6,i,i,i,i,i
Cc1ccccc1OCc1nc2ccccc2n1C,i,13,-2,i,i,-13,i,i,i,i,i
CCN(CC)C(=O)CCS(=O)(=O)c1cccc2nonc12,i,-3,.,i,i,-5,.,i,i,i,i
CSc1oc(-c2ccccc2)nc1C(N)=O,i,14,-8,i,i,-4,i,i,i,i,i
Cc1ccc(C(=O)Nc2cccc(C(=O)N3CCOCC3)c2)cc1,i,8,0,i,i,-9,i,i,i,i,i
CCCc1cc(C(=O)Nc2ccc(C(C)=O)cc2)no1,i,1,-1,i,i,-7,i,i,i,i,i
CSc1ncccc1C(=O)NC1CCCc2c1cnn2-c1ccc(C)c(C)c1 (stereo unspecified),i,2,7,i,i,-4,i,i,i,i,i
COc1ccccc1C1CCN(C(=O)c2cnn(-c3ccccc3)c2C)CC1,i,.,3,i,i,-12,i,i,i,i,i
O=S(=O)(c1ccccc1)c1nc(-c2ccco2)oc1NCCCn1ccnc1,i,6,-8,i,i,-14,i,i,i,i,i
CC(C)C12CN3CC(C(C)C)(CN(C1)C3c1ccc([N+](=O)[O-])o1)C2=O (stereo unspecified),i,-1,10,i,i,-6,i,i,i,i,i
CC(=O)NCCn1c(SCC(=O)NCCC2=CCCCC2)nc2ccccc2c1=O,i,-2,-1,i,i,-8,i,i,i,i,i
CCOc1ccc(C2C(C(=O)c3ccco3)=C(O)C(=O)N2CCCn2ccnc2)cc1OCC (stereo unspecified),i,-6,12,i,i,-4,i,i,i,i,i
Cc1nc2sc3c(=O)[nH]nnc3c2c(C)c1Br,i,44,-6,i,i,-7,i,i,i,i,i
COc1ccc(OC(=O)c2ccc3nsnc3c2)cc1,i,-2,-4,i,i,-9,i,i,i,i,i
Cc1sc(NC(=O)c2ccccc2)c(C(=O)NC(C)C)c1C,i,0,-11,i,i,-4,i,i,i,i,i
CCc1ccc(N2CC(C(=O)Nc3cccnc3)CC2=O)cc1 (stereo unspecified),i,.,0,i,i,-8,i,i,i,i,i
Cc1ccc(/C=C2\SC(=S)N(c3cccnc3)C2=O)o1,i,-1,7,i,i,-9,i,i,i,i,i
O=S(=O)(NCCc1cn2ccccc2n1)c1ccc2c(c1)OCCO2,i,7,0,i,i,-6,i,i,i,i,i
COc1ccc(NC(=O)CSc2ncnc3c2cnn3CCc2ccccc2)cc1,i,6,-4,i,i,-9,i,i,i,i,i
COc1ccc(CCNC(=O)c2ccc(CSc3ccccc3)o2)cc1,i,.,-2,i,i,-11,i,i,i,i,i
CC(=O)N1C(Nc2ccc(Cl)cc2)CCN1c1ccccc1 (stereo unspecified),i,6,-1,i,i,0,i,i,i,i,i
COc1ccc(N2CCN(CC(O)COc3ccc(C)cc3C)CC2)cc1 (stereo unspecified),i,-2,-10,i,i,-6,i,i,i,i,i
CCC(C)(C)C1CCc2nc3ccccc3c(C(=O)OC(C)C(=O)Nc3c(C)n(C)n(-c4ccccc4)c3=O)c2C1 (stereo unspecified),i,3,2,i,i,-7,i,i,i,i,i
COc1ccc(C(=O)c2cn(-c3cccc(Br)c3)nc2C(C)=O)cc1,i,0,4,i,i,-6,i,i,i,i,i
O=C(Nc1cc(S(=O)(=O)Nc2ccccc2Cl)ccc1O)c1sc2cc(Cl)ccc2c1Cl,i,1,2,i,i,-1,i,i,i,i,i
O=C1S/C(=C/c2ccc(N3CCOCC3)o2)C(=O)N1Cc1c(F)cccc1Cl,i,-1,4,i,i,-5,i,i,i,i,i
O=C(c1cccs1)N(Cc1cc2ccccc2[nH]c1=O)CC1CCCO1 (stereo unspecified),i,4,7,i,i,-8,i,i,i,i,i
CC(CC(=O)N1CCc2ccccc21)c1ccccc1 (stereo unspecified),i,4,12,i,i,-12,i,i,i,i,i
CCC(=O)Nc1cccc2cccnc12,i,-4,13,i,i,-8,i,i,i,i,i
CCOc1ccccc1C1C2CCCCC2(O)CCN1C(=O)c1cccs1 (stereo unspecified),i,-7,-6,i,i,-13,i,i,i,i,i
COc1ccc(S(=O)(=O)N/N=c2\oc3c(OC)cccc3cc2S(=O)(=O)c2ccc(C)cc2)cc1OC,i,-4,-1,i,i,-22,i,i,i,i,i
O=C(Cc1ccc(Br)cc1)N1CCN(c2ccccc2)CC1,i,4,.,i,i,-10,i,i,i,i,i
COC(=O)/C=C1\SC(=NC(=O)c2ccc(OC)cc2)NC1=O,i,-6,1,i,i,-5,i,i,i,i,i
COc1ccc(/C=C(\NC(=O)c2ccc(OC)cc2)C(=O)Nc2ccc(C(=O)O)cc2)cc1,i,0,-2,i,i,-7,i,i,i,i,i
CCn1c(/C=C/Nc2ccccc2)[n+](CC)c2cc(Cl)c(Cl)cc21,i,-3,-10,i,i,-28,i,i,i,i,i
CN1CCN(C(=O)C2=C[C@@H](c3coc4ccccc4c3=O)C[C@@H](OCc3ccc(CO)cc3)O2)CC1,i,13,-2,i,i,-6,i,i,i,i,i
C/C=C/c1ccc(OCCCCOc2ccccc2C(C)=O)c(OC)c1,i,1,5,i,i,-11,i,i,i,i,i
Cc1ccc(S(=O)(=O)N2CCCCC2)cc1NC(=O)COC(=O)c1ccc2c(c1)OCO2,i,-12,-12,i,i,-5,i,i,i,i,i
CCOC(=O)c1ccccc1NC(=O)COC(=O)c1cc([N+](=O)[O-])ccc1N1CCOCC1,i,12,2,i,i,-14,i,i,i,i,i
COc1cc(OC)cc(C(=O)Nc2nnc(SCC(=O)NCC3CCCO3)s2)c1 (stereo unspecified),i,-3,2,i,i,-7,i,i,i,i,i
# Further records.
SMILES,KCNQ1 act,DYRK1A inh,Platelet DG rel,KCNK9 inh,KCNK3 block,hERG protect,PolyA inhibitor,TRPC4 agonist,KCNQ1 inh,TRPC4 inh,TRPC4 potent
COc1ccc(NC(=O)CSc2nnc(-c3cccnc3)n2C)cc1,i,5,1,i,i,-8,i,i,i,i,i
COc1ccc(Br)c2oc(S)cc(=O)c12,i,22,7,i,i,-11,i,i,i,i,i
Cc1cc(C)cc(OCC(=O)NC(C)c2ccccc2)c1 (stereo unspecified),i,2,14,i,i,-7,i,i,i,i,i
Fc1ccc(Nc2ncnc3sc4c(c23)CCC4)cc1F,i,.,-2,i,i,-4,i,i,i,i,i
Cn1ncc2c(NNC(=O)c3ccc(O)cc3)ncnc21,i,-1,0,i,i,-1,i,i,i,i,i
CC1CCN(C(=O)CCN2C(=O)/C(=C/c3cccs3)SC2=S)CC1,i,-5,2,i,i,-10,i,i,i,i,i
COc1cc(-c2nc(CN3CCN(c4ncccn4)CC3)c(C)o2)ccc1F,i,-3,-14,i,i,-11,i,i,i,i,i
CC(C)(C)OC(=O)N1CCC(c2c(C(=O)NCC3CCN(C4CCCC4)C3)cnn2-c2ccccc2Cl)CC1 (stereo unspecified),i,-4,-1,i,i,-11,i,i,i,i,i
O=C(NCc1ccco1)C(c1ccccc1)N(CC1CCCO1)C(=O)Cn1nnc2ccccc21 (stereo unspecified),i,4,0,i,i,-12,i,i,i,i,i
CCn1c(C)csc1=NC(=O)c1ccccc1,i,5,-3,i,i,-8,.,i,i,i,i

# Filtered by structure: the entries above containing a thiophene ring, fused or not.
SMILES,KCNQ1 act,DYRK1A inh,Platelet DG rel,KCNK9 inh,KCNK3 block,hERG protect,PolyA inhibitor,TRPC4 agonist,KCNQ1 inh,TRPC4 inh,TRPC4 potent
COC(=O)c1sccc1NC(=O)c1ccccc1C(=O)O,i,-6,-3,i,i,-8,i,i,i,i,i
Cc1nc2sc3c(=O)[nH]nnc3c2c(C)c1Br,i,44,-6,i,i,-7,i,i,i,i,i
Cc1sc(NC(=O)c2ccccc2)c(C(=O)NC(C)C)c1C,i,0,-11,i,i,-4,i,i,i,i,i
O=C(Nc1cc(S(=O)(=O)Nc2ccccc2Cl)ccc1O)c1sc2cc(Cl)ccc2c1Cl,i,1,2,i,i,-1,i,i,i,i,i
O=C(c1cccs1)N(Cc1cc2ccccc2[nH]c1=O)CC1CCCO1 (stereo unspecified),i,4,7,i,i,-8,i,i,i,i,i
CCOc1ccccc1C1C2CCCCC2(O)CCN1C(=O)c1cccs1 (stereo unspecified),i,-7,-6,i,i,-13,i,i,i,i,i
Fc1ccc(Nc2ncnc3sc4c(c23)CCC4)cc1F,i,.,-2,i,i,-4,i,i,i,i,i
CC1CCN(C(=O)CCN2C(=O)/C(=C/c3cccs3)SC2=S)CC1,i,-5,2,i,i,-10,i,i,i,i,i

# Screening data deposited in PubChem by several laboratories.

# A portion of the library (hit frequency here may not be typical).
